Source: PubChem
ERK EGF block: blocks ERK signaling stimulated by EGF; hit rate 0.41% among 130,000; Potency, µM (top dose mostly 11.5 µM), for inactives: top-dose activity change, negative = inhibition, usual class: inhibitors; AID 1454; HEK293-V1b, EGF-stimulated phospho-ERK AlphaScreen; active = well fitted inhibition curve with a large enough effect; inconclusive = small, poorly fitted or top-dose-only effect, or effect the other way;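 also: plate controls were stimulated vehicle wells for no effect and unstimulated vehicle basal for full effect; nearly all actives have a fitted effect of over 55% in size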
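HEK293 cells stably expressing V1b receptor, serum-reduced (1% FBS) overnight, pretreated 30 min with compound, then stimulated 5 min with 25 nM EGF; phospho-ERK detected by AlphaScreen SureFire. AC50 from Hill fits, normalized to DMSO and EGF.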
An asterisk follows results filed as active; ? = inconclusive; & = joins results of further samples; [ ] = dose if it differs, or a comment. Potency is read from the fitted curve at half-maximal effect.

The first three entries as a preview:
SMILES	ERK EGF block
Cc1nc2ccccn2c1C(=O)Nc1ccc(Cl)cc1	-1.6%
Cn1cnnc1SCC(=O)Nc1ccc(N2CCOCC2)cc1	10.4%
c1coc(CN(Cc2cccs2)Cc2nnnn2C2CCCCC2)c1	1.7%

Main list, repeating the preview:
SMILES	ERK EGF block
Cc1nc2ccccn2c1C(=O)Nc1ccc(Cl)cc1	-1.6%
Cn1cnnc1SCC(=O)Nc1ccc(N2CCOCC2)cc1	10.4%
c1coc(CN(Cc2cccs2)Cc2nnnn2C2CCCCC2)c1	1.7%
Cc1cc(-c2nnc(CCC(=O)N(C)C(C)c3cccs3)o2)no1 (stereo unspecified)	13.3%[57.5 µM]
Cc1c(C(=O)c2ccc([N+](=O)[O-])cc2)c(=O)n(C)c(=O)n1C	-6.4%
N#C/C(=C\C=C\c1ccccc1[N+](=O)[O-])C(=O)NC1CCCCC1	?
O=C(CCS(=O)(=O)c1ccc(Br)cc1)Nc1ccc(Br)cc1F	6.8%
CCC(c1ccccc1)c1nc(-c2cccnc2)no1 (stereo unspecified)	-4.3%
COc1ccc(OCC(=O)Nc2ccc(N3CCN(C(=O)c4ccco4)CC3)cc2)cc1	3.1%
CCN(CC)c1ccc2c(O)cc(=O)oc2c1	8.1%
CC(C)C(=O)NNC(=O)c1ccccn1	14.6%
COc1cnc(SC(C)C)[nH]c1=O	-14.5%
Cc1cccc(C(=O)NC(C(=O)Nc2ccccc2N2CCOCC2)C(C)C)c1 (stereo unspecified)	2.5%
CCN(CC)c1ccc(C(=O)N/N=C(\C)c2cccc(OC)c2)cc1	-2.1%
N#Cc1cncc(-c2ccc3c(c2)OCCOCCOCCOCCOCCO3)n1	-1.6%
COc1ccc(OC)c(Nc2nc(NCCC(C)C)nc(N)c2[N+](=O)[O-])c1	1.7%[57.5 µM]
Cc1ccc(N(C(=O)CCl)C(C(=O)NC2CCCCC2)c2cccnc2)cc1C (stereo unspecified)	5.8%
Nc1nc2nc(-c3cccs3)cc(C(F)(F)F)n2n1	-5.6%
CCN1CCCC1CNC(=O)C(=O)NCCc1ccc(OC)c(OC)c1 (stereo unspecified)	1.1%
Cc1ccc(-c2nnc(SCC(=O)N/N=C/c3ccccc3C(=O)O)n2-c2ccccc2)cc1	-12.6%
Cc1ccc(N(Cc2cc3cc(C)ccc3[nH]c2=O)S(=O)(=O)c2ccccc2)cc1	-2.6%
CCN(CC)c1ccc(/C=N/NC(=O)Cc2cccs2)cc1	1.2%
COc1cccc(C2(c3cccc(OC)c3)CC2C(=O)Nc2cccc3ccccc23)c1 (stereo unspecified)	-0.9%
Cn1ncc(Cl)c1C(=O)N/N=C/c1ccccn1	5.4%
Cc1ccc(CN2CCC(c3cc(-c4cccs4)n[nH]3)CC2)cc1	-6.4%
CCn1nnnc1NC(=O)c1ccc2ccccc2c1	-10.2%
CN(C)CCCNC(=O)c1ccccc1Oc1ccccc1	0.9%[57.5 µM]
CCOc1cc(/C=C(\C#N)C(=O)NCc2cccnc2)ccc1O	-6.2%
CCc1ccc(C(=O)/C=C/Nc2ccc(S(=O)(=O)Nc3onc(C)c3C)cc2)cc1	6.0%
COCC(C)NC(C(=O)Nc1ccc(Cl)c([N+](=O)[O-])c1)c1ccccc1 (stereo unspecified)	-10.1%
O=S(=O)(Cc1cc(-c2ccccc2Cl)no1)c1ccccc1	21.9%
Cc1ccc(NC(=O)CNc2ccc(OC(C)C)cc2)c(C)c1	10.3%
O=C(c1ccc(COc2ccccc2Br)cc1)N1CCCCCC1	28.5%
Cc1scc(C(=O)N/N=C/c2ccc(Cl)s2)c1C	3.8%
O=c1[nH]oc2cc(Cl)ccc12	-4.3%[57.5 µM]
Cc1ccccc1OCC(O)CN1CCCCC1 (stereo unspecified)	-2.5%
CCN(CC)CC(O)c1cccn1-c1ccc(CNC(=O)NC(C)C)cc1 (stereo unspecified)	-13.1%[57.5 µM]
CCCN1CCN(CCCNC(=S)Nc2ccc(F)cc2)CC1	-8.8%
Cc1cc(C)cc(NC(=S)N(Cc2ccc(Br)cc2)Cc2ccc(C(=O)O)cc2)c1	1.3%[57.5 µM]
Cc1ccccc1CC1S/C(=N/N=C/c2ccco2)NC1=O (stereo unspecified)	0.0%[57.5 µM]

Ordered by length of the SMILES (smallest number first): part of the list above
SMILES	ERK EGF block
O=c1[nH]oc2cc(Cl)ccc12	-4.3%[57.5 µM]
Cc1ccccc1CC1S/C(=N/N=C/c2ccco2)NC1=O (stereo unspecified)	0.0%[57.5 µM]
COc1cccc(C2(c3cccc(OC)c3)CC2C(=O)Nc2cccc3ccccc23)c1 (stereo unspecified)	-0.9%
CCc1ccc(C(=O)/C=C/Nc2ccc(S(=O)(=O)Nc3onc(C)c3C)cc2)cc1	6.0%

(continued)
SMILES	ERK EGF block
Cc1cccc(-c2cnn(-c3cccc([N+](=O)[O-])c3)c2N)c1	1.8%
Cc1ccc(Nc2c(-c3ccccc3)nc3cnccn23)cc1	?
CC1=NOC(=O)/C1=C/c1ccc2c(c1)OCO2	-4.7%
COc1ccc(NC(=O)CCCSc2ccccc2)cc1	-2.9%
Cc1ccccc1OCC(=O)Nc1ccc(Cc2ccncc2)cc1	6.2%
Cc1cc2c(cc1C)C(c1cccc([N+](=O)[O-])c1)CC(=O)N2 (stereo unspecified)	6.7%
COc1ccc2nc(NC(=O)/C=C/c3ccc4c(c3)OCO4)sc2c1	-2.0%
Nc1nonc1C(=O)N/N=C/c1ccc(-c2cccc(C(=O)O)c2)o1	9.7%
C/C(=N\OC(=O)C1CC1)C1CC1c1ccc(F)cc1 (stereo unspecified)	2.0%
CC(C)(C)c1csc(NC(=O)c2ccncc2)n1	7.0%
Brc1ccc(COn2ccnc2)cc1	-4.5%
Cn1c(=O)c([N+](=O)[O-])c(-n2cnc3ccccc32)c2ccccc21	-2.6%[57.5 µM]
O=C(CCOc1ccccc1F)N1CCN(c2ccccc2O)CC1	-2.2%
CC(C)OC(=O)CSc1nnc(CNc2ccc(Cl)cc2)n1C	-2.5%
CN(CC(=O)Nc1ccc(F)cc1)C(=O)COc1ccc(C(=O)c2ccccc2)cc1	0.6%
CCC(=O)/C=C1/Sc2ccccc2N1CC	-2.1%
Cc1ccc(NC(=O)N(CCC#N)Cc2ccccc2)cc1	12.8%[57.5 µM]
Fc1ccc(Cn2cc(C(=S)N3CCOCC3)c3ccccc32)cc1	?
O=C(NCC1CCCN(C(=O)NCc2ccccc2)C1)c1ccc2c(c1)OCO2 (stereo unspecified)	-2.5%
Cc1[nH]c2ccccc2c1C(=O)CSc1nccc(=O)[nH]1	0.1%[57.5 µM]
COc1ccc(C(=O)Oc2cc3c4c(c2)C(C)=CC(C)(C)N4C(=O)C3=O)cc1OC	0.2%
Fc1ccc(NC(=S)NCCc2ccccn2)cc1	-6.2%
COc1cc(N)c(Cl)cc1C(=O)OCCN1CCCCC1	-4.2%
CCCCC/C=C\C[C@@H](O)/C=C/C=C\C/C=C\CCCC(=O)O	2.2%
CC(=O)NC1C(=O)N=C(SCC(=O)Nc2sc3c(c2C#N)CCCCCC3)NC1=O (stereo unspecified)	-17.3%
COC(=O)[C@H]1C[C@@H]1[C@H](NC(=O)c1cc(C)on1)c1ccccc1	14.8%&-3.2%
COc1ccc(C)cc1NC(=O)C1CCN(C(=O)Cc2ccccc2)CC1	2.0%
COc1ccccc1C(=O)N/N=C1/NC(=O)CC(C(=O)Nc2ccccc2)S1 (stereo unspecified)	0.3%[57.5 µM]
Cc1ccc(/C=C2\SC(N3CCCC3)=NC2=O)cc1	3.3%
O=C1C=C(NCCc2ccccc2)C2(CCCCC2)O1	-8.2%
NS(=O)(=O)c1cccc(NC(=O)CSc2nc3nc(-c4cccs4)cc(C(F)(F)F)c3c(=O)[nH]2)c1	-4.5%[57.5 µM]
CSc1ncccc1C(=O)OCC(=O)N(C)C	-17.4%
Cc1occc1-c1nnc(SCC(N)=O)o1	4.0%
O=C(Nc1ccccc1)c1ccc[n+](Cc2ccc([N+](=O)[O-])cc2)c1	-6.4%
CC(C)CN(C(=O)CSc1nnnn1-c1ccccc1)c1c(N)n(CC(C)C)c(=O)[nH]c1=O	1.2%
O=C(CN1C(=O)/C(=C/c2cccc(Br)c2)SC1=S)N1CCCC1	2.4%
CN(CCc1cn[nH]c1)Cc1nc(Cc2ccccc2)no1	-3.1%
COc1cccc(-c2ncc3ccccn23)c1	-4.1%
CC(C)=C(NC(=O)c1ccccc1)C(=O)N/N=C(\C)c1ccccc1O	-3.1%
CCOC(=O)Cn1c(=NC(=O)C2COc3ccccc3O2)sc2cc(S(N)(=O)=O)ccc21 (stereo unspecified)	-0.9%
CCCCNC(=O)N1c2ccccc2CC1C (stereo unspecified)	1.4%
Cc1ccc2c(c1)C(CCN)C(=O)N2Cc1ccccc1 (stereo unspecified)	-12.1%[57.5 µM]
Cc1noc(C)c1C(=O)N1CCC[C@@]2(CCN(C(=O)Nc3ccccc3)C2)C1	-0.3%
Cc1nc(NC2CCCCC2)c2nc(-c3ccccc3)n(CCCN(C)C)c2n1	3.8%
CS(=O)(=O)c1ccc(C(=O)Nc2ccc(N3CCCC3)cc2)c(Cl)c1	2.4%
COc1ccc(OCC(O)CNS(=O)(=O)c2cccc(Cl)c2)cc1 (stereo unspecified)	9.2%[57.5 µM]
O=c1c2c3c(sc2ncn1/N=C/c1cccnc1)CCCC3	-3.4%
CC1=NN(C(=O)COc2ccc(C)c(C)c2)C(O)(c2ccc(Cl)cc2)C1 (stereo unspecified)	2.3%
O=C(CSc1nnc(C2COc3ccccc3O2)o1)N1CCCC1 (stereo unspecified)	?
COc1ccc(Br)cc1/C=N/n1c(C)nnc1C	-1.2%
O=c1cc(CN2CCN(S(=O)(=O)c3ccc4ccccc4c3)CC2)nc2sccn12	1.5%
S=c1[nH]nc(-c2ccncc2)n1/N=C/c1ccccc1Cl	9.8%[57.5 µM]
Cc1ccsc1/C=N/NC(=O)C(N)=O	-0.2%
COc1cccc(C(=O)N[C@@H](CCSC)c2nc3ccccc3[nH]2)c1	20.7%
O=C(NNC(=O)c1ccccc1C(=O)O)c1ccc(O)cc1	-9.7%
C/C(=N/OCO/N=C(\C)c1ccccc1F)c1ccccc1F	7.6%
C/C(=N\NC(=O)c1ccccc1[N+](=O)[O-])c1c(O)cc(C)oc1=O	7.9%
Cc1nc2c(C(F)(F)F)cccc2c2c1CCS2	7.5%
CCOC(=O)c1cc(CC)sc1N1C(=O)CC(Sc2ccccc2C(=O)O)C1=O (stereo unspecified)	9.3%
FC(F)(F)c1nnc2ccc(NCc3ccccc3)nn12	3.2%
The list goes on.
SMILES	ERK EGF block
Cc1ccsc1/C=C1/NC(=O)N(Cc2ccc(F)cc2)C1=O	4.8%
CC(C)OCCCNC(=O)C(=O)N/N=C/c1ccc(OCc2ccccc2)cc1	5.6%[57.5 µM]
CNC(=S)NNC(=O)c1oc2nc(-c3ccccc3)cc(C)c2c1N	3.0%[57.5 µM]
O=C(OCCN1CCOCC1)C1(c2ccccc2)CCCCC1	2.2%&11.4%
O=C1CSC(c2ccc([N+](=O)[O-])cc2)N1C1CCCCC1 (stereo unspecified)	7.7%
CCCOc1cc(N)ccc1C(=O)OCCN(CC)CC	-6.6%[25.7 µM]
O=C(Nc1nc(-c2ccc(Cl)s2)cs1)c1ccco1	?
Cc1ccsc1/C=C1\CCC(C2CCCC2)C1=O (stereo unspecified)	7.5%
Oc1ccc(C=NC2CCCCC2)cc1	-14.4%[57.5 µM]

2 entries from above, with each value named:
Cc1nc2c(C(F)(F)F)cccc2c2c1CCS2
- ERK EGF block: 7.5%

CCOC(=O)c1cc(CC)sc1N1C(=O)CC(Sc2ccccc2C(=O)O)C1=O (stereo unspecified)
- ERK EGF block: 9.3%

Part of the list above, field by field:
Cc1cc(-c2nnc(CCC(=O)N(C)C(C)c3cccs3)o2)no1 (stereo unspecified)
  ERK EGF block: 13.3%[57.5 µM]

Cc1c(C(=O)c2ccc([N+](=O)[O-])cc2)c(=O)n(C)c(=O)n1C
  ERK EGF block: -6.4%

Some of the compounds tested; rates above refer to the full screens.
